# FEN1 inh: inhibitors of human flap endonuclease 1 | P39748 | Recombinant FEN1 flap cleavage, fluorescence, 15 min | Potency, µM (titrated, usually from 114 µM), for inactives: top-dose activity change, negative = inhibition, actives largely listed as inhibitors | 390,000 tested, 0.35% active; further: nearly all actives have a fitted effect of over 65% in size
# Target sequence (P39748 whole entry, looked up): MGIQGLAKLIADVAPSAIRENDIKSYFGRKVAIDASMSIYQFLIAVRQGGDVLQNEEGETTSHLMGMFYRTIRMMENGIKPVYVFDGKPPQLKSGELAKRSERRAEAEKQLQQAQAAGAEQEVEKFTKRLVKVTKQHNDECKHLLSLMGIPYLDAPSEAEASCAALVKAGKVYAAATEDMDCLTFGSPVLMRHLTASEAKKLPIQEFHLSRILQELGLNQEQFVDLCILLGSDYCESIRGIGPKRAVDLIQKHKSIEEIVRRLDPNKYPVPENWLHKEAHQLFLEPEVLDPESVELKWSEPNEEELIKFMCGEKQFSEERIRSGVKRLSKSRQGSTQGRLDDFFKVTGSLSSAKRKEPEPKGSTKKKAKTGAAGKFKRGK
#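 Recombinant FEN1 (10 nM) was preincubated with pin-transferred compounds for 15 min at room temperature, then flap DNA substrate (50 nM final) was added. Plates were read at 0 and 15 min, and normalized concentration–response data were fitted to a four-parameter Hill equation.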
# N370S GC: inhibits or activates N370S mutant glucocerebrosidase; 330,000 tested, 0.092% active; N370S GC spleen homogenate, 4MU-glucoside fluorescence; P04062; Potency, µM (highest dose often 59.4 µM), inactives show top-dose activity change, negative = inhibition, usual class: inhibitors;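 further: 0% = full enzyme activity and -100% = no enzyme basal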
# TDP1 inh: TDP1 (human) enzyme inhibition | Q9NUW8 | recombinant TDP1, AlphaScreen DNA substrate cleavage | Potency, µM (doses to about 130 µM), inactives show top-dose activity change, negative = inhibition, actives largely listed as inhibitors | 350,000 tested, 0.28% active; further: nearly all actives have a fitted effect of over 40% in size
# Target sequence (Q9NUW8 whole entry, looked up): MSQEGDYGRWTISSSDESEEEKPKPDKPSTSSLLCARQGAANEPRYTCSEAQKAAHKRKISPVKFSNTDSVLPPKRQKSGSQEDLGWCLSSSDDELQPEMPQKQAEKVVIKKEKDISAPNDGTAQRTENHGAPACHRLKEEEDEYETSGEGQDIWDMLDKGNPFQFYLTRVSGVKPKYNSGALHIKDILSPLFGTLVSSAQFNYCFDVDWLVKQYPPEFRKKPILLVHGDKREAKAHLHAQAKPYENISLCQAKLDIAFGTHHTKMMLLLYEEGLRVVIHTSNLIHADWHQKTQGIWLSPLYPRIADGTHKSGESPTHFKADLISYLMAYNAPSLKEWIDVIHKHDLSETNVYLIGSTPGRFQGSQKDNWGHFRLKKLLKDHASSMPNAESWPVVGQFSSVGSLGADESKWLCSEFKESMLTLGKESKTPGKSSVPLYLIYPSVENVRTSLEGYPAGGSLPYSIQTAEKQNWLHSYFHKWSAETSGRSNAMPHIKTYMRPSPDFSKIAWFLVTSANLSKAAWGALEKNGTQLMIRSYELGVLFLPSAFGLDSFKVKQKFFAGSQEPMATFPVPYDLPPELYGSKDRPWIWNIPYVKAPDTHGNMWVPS
#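 AlphaScreen read-out: signal falls as enzyme removes the 3' tyrosine-FITC from a 5'-biotinylated DNA oligo (15 nM, 5 min, RT). Enzyme was E. coli-made recombinant Tdp1 at 1 nM, exposed to compound for 15 min beforehand; beads 10 ug/ml, 10 min.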
# Starred values were filed as active, the others as inactive; u = inconclusive; x = no result given; & = joins results of further samples; [ ] = another dose, or the depositor's remark. The call rests on the fitted dose curve; in most records, active means well fitted curve in the direction sought with a large enough effect; inconclusive means small, poorly fitted or top-dose-only effect, or another doubt; inactive means no such curve, though single readings can be large; an effect the other way counts as inactive or inconclusive. Unless noted, on the % scale 0 is the no-effect control and ±100 the full control effect; potency means the concentration at half of the fitted maximal effect. This is a random part of the collection; any-hit rate near 0.57%.
structure	FEN1 inh	N370S GC	TDP1 inh
CCOC(=O)c1nnsc1N	1%	-10%	7%
COc1cc(C2CC(c3c(C)cc(C)[nH]c3=O)=NN2c2ccccc2F)cc(OC)c1OC (configuration not stated)	-3%	u	x
Cc1ccc(NC(=O)C2(N(CC(C)C)C(=O)Cn3nnnc3N)CCCCC2)cc1	-7%	-6%	4%
CCN(CC)S(=O)(=O)c1ccc(N2CCCC2)c(NC(=O)c2ccc(N3CCCC3=O)cc2)c1	-5%	2%	0%
COc1cccc(SCC(=O)N2CCN(c3ccccc3)CC2)c1	-3%	-5%	-1%
CCC(C)(C)C(=O)Nc1ncc(S(=O)(=O)c2ccc([N+](=O)[O-])cc2)s1	-6%	3%	8%
O=C1Nc2cc(C(=O)NCCCN3CCOCC3)ccc2S/C1=C/c1ccccc1F	-13%	-11%	3%
COc1cccc(NC(=O)/C(C#N)=C/c2c(C)n(Cc3ccccc3)c3ccccc23)c1	-2%	x	1%[12.3 µM]
COCCCn1c(=O)c2sccc2n2c(CCCC(=O)NCc3ccccc3OC)nnc12	-12%	-10%	0%
N#Cc1cnc(SCCc2ccccc2)nc1N	7%	19%	1%
O=C(COC(=O)C12CC3CC(CC(O)(C3)C1)C2)Nc1ccc(Cl)c(S(=O)(=O)N2CCOCC2)c1	-2%	x	2%
O=C(Nc1ccc(C(F)(F)F)cc1)c1ccc2nc[nH]c2c1	5%	17%	5%
Cc1ccc(S(=O)(=O)N2c3ccccc3CC2C)cc1 (configuration not stated)	7%	8%	0%
COc1ccc(-c2nn(-c3ccccc3)cc2/C=N/NC(=O)c2ccc(Br)o2)cc1	0%	8%	3%
O=C(Cc1cccc2ccccc12)Nc1c(F)cccc1F	0%	-2%	x
CC(=O)Nc1ccccc1NC(=O)c1ccc(C)cc1C	4%	4%	0%
O=C(O)c1ccc(C=C(c2nc3ccccc3s2)c2nc3ccccc3s2)cc1	0%	4%	5%
CCOC(=O)CSc1cc(C)nc(NC(C)=O)n1	6%	2%	-2%
CCN(CC(=O)Nc1ccccc1C(F)(F)F)C(=O)Cc1ccccc1	0%	-6%	10%
O=C(Nc1nnc(SCC(=O)N2CCCCC2)s1)c1ccc(F)cc1F	-15%	-2%	1%
Cc1ccc(-c2ccc(=O)n(CC(=O)NCc3ccco3)n2)cc1	-2%	4%	2%
COc1cccc(NC(=O)Nc2nnc(Cc3ccccc3)s2)c1	8%	1%	-1%
NC(=O)C1CCN(C(=O)/C=C/c2ccccc2[N+](=O)[O-])CC1	-7%	3%	3%
CCOC(=O)c1cnc2ccc(OCC)cc2c1NCc1ccccc1	-17%	-5%	5%
Nc1nonc1-c1nc2ccccc2n1CC(=O)Nc1cccc(Cl)c1Cl	10%	x	-3%[12.3 µM]
NC(=O)CC(NC(=O)Cc1cccc2ccccc12)c1ccc(NCc2ccc(F)c(F)c2)c([N+](=O)[O-])c1 (configuration not stated)	-1%	-5%	2%
O=C(Nc1ccccc1C(=O)NC(Cc1ccccc1)C(=O)O)c1ccccc1 (configuration not stated)	6%	3%	-2%
CC(=O)c1ccc(OCC(O)CN2CCN(c3ccc(F)cc3)CC2)cc1 (configuration not stated)	0%	0%	x
CCS(=O)(=O)N1CCc2cc(C(=O)NCc3ccc(C)cc3)ccc21	-1%	x	6%
O=C(OCC(=O)N1CCCCC1)c1cc(=O)[nH]c2ccccc12	1%	x	0%

# (listing goes on)
structure	FEN1 inh	N370S GC	TDP1 inh
O=c1oc2ccccc2c(NCc2cccc(F)c2)c1[N+](=O)[O-]	-10%	9%	-5%
O=C(NC(=S)Nc1nc2ccc(F)cc2s1)c1ccco1	8%	4%	2%
Cc1onc(-c2ccccc2Cl)c1C(=O)Nc1cccc2cccnc12	-2%	0%	-4%
CCN(C(=S)Nc1ccc(OC(F)F)cc1)C1CCCCC1	0%	-2%	-5%
Nc1[nH]c(=O)ncc1F	-3%	7%	3%
O=C(Nc1ccccc1C(=O)OCc1cc(=O)n2c3c(sc2n1)CCCC3)c1ccc(F)cc1	1%	x	6%
O=c1[nH]c(C2CCCN(S(=O)(=O)c3cccc(Cl)c3)C2)nc2c1nnn2Cc1ccc2c(c1)OCCO2 (configuration not stated)	-7%	-7%	6%
COc1cccc(C2=NOC(C(=O)Nc3cccnc3Cl)C2)c1OC (configuration not stated)	4%	2%	0%
N#Cc1c(-c2ccccc2Cl)cc(-c2ccccc2)[nH]c1=S	x	9%	-5%
CCCS(=O)(=O)c1c(S(=O)(=O)CCC)c2ccc(C(N)=O)cn2c1C(=O)c1ccccc1	14%	-5%	x
CSCCC(NS(=O)(=O)c1ccc2c(c1)oc(=O)n2C)C(=O)NCc1ccc(F)cc1 (configuration not stated)	21%	x	4%
CCCCNC(=O)N(O)C1N(/N=C/c2ccccc2F)C(=S)SC1(C)C (configuration not stated)	-4%	-3%	x
O=C(CNS(=O)(=O)c1ccc(Br)s1)NCCc1ccc(Cl)cc1	3%	-3%	10%
NC(=O)c1ccsc1NC(=O)CSc1nnc(C2CC2)n1Cc1ccccc1	2%	-6%	-3%
COc1cc(Cl)c(C)cc1NCC(=O)Nc1cccc(S(=O)(=O)N2CCCC2)c1	-1%	x	8%
O=C(CNC(=O)c1ccccc1)N/N=C/c1ccc([N+](=O)[O-])s1	3%	-1%	5%
Cc1cc(=O)oc2cc(OC(=O)C3CCN(C(=O)c4ccc(F)cc4)CC3)ccc12	6%	u	x
O=C1C2C(C(=O)N1c1ccccc1)N1CCCN1C2c1ccccc1 (configuration not stated)	0%	-3%	-5%
Cc1cc(N2CCC(C)CC2)nc2ccc(NC(=O)CCC(=O)N3CCN(c4cccc(C(F)(F)F)c4)CC3)cc12	-5%	x	6%
Cc1ccc(-c2csc(N3CCN(c4cc5c(cc4Cl)nc(-c4ccncc4)n5CCOCCO)CC3)n2)cc1	-1%	-6%	x
CC1CN(S(=O)(=O)c2cccc(C(=O)OCC(=O)NCc3ccccc3)c2)CC(C)O1 (configuration not stated)	-14%	x	-6%
CCC(C)NC(=O)c1ccc(CSCc2ccccc2Cl)o1 (configuration not stated)	-14%	4%	x
Cn1nnnc1Sc1ncnc2scc(Br)c12	2%	x	1%
CCN(CC(=O)Nc1c(F)cccc1F)C(=O)C1(c2ccccc2)CC1	-6%	1%	2%
CC(=O)c1ccc(N2CCN(C(=S)Nc3ccccc3C(F)(F)F)CC2)cc1	-4%	1%	-3%
Cc1ccc(CN2CC34C=CC(O3)C(C(=O)NCc3ccco3)C4C2=O)cc1 (configuration not stated)	11%	6%	4%
O=C(COC(=O)C1CC2C=CC1C2)Nc1ccccc1[N+](=O)[O-] (configuration not stated)	-4%	x	4%
COc1ccc(CCC(=O)Nc2nc3ccccc3[nH]2)cc1	1%	x	-1%
COc1ccc(-n2c(=S)[nH]c3cc(C(=O)NCCCN4CCOCC4)ccc3c2=O)c(OC)c1	0%	-17%	-1%
Cc1ccc2oc3c(c(=O)c2c1)C(c1cccc(O)c1)N(CCCN1CCOCC1)C3=O (configuration not stated)	14%	x	-3%

# Additional entries:
structure	FEN1 inh	N370S GC	TDP1 inh
CN(C)c1nc(NCc2ccccc2)nc(N/N=C/c2ccc(Cl)cc2Cl)n1	3%	7%	2%
Cc1c(C(=O)O)oc2ccc3c(c12)C(O)CC(C)(C)O3 (configuration not stated)	-5%	-7%	x
COc1ccc2cc(C3C(C#N)=C(N)OC(C)=C3C(C)=O)c(Cl)nc2c1 (configuration not stated)	2%	-13%	5%
Cc1cc(OC(=O)c2cc([N+](=O)[O-])ccc2Cl)c([N+](=O)[O-])c(=O)[nH]1	10%	2%	x
COC(=O)[C@@]1(Cc2ccccc2)[C@H]2c3cc(C(=O)N(C)C)n(Cc4cc(C)n(C)n4)c3C[C@H]2CN1C(=O)c1ccccc1	x	3%	12%
CCOC(=O)c1sc(SCC(=O)Nc2ccc(N(C)C)cc2)nc1N	1%	-15%	9%
O=C(NCCc1c[nH]c2ccccc12)c1ccc2[nH]c(=O)c(=O)[nH]c2c1	3%	-27%	x
NNC(=O)c1sc2cc(C(F)(F)F)cnc2c1-c1ccccn1	0%	6%	x
CCn1c(SCc2cccnc2)nc2c1c(=O)n(C)c(=O)n2C	6%	-9%	2%
O=C(Cn1nnc(-c2ccc(NC(=O)c3ccccc3F)cc2)n1)NCc1ccc(F)cc1	16%	10%	0%
CCN(C(=O)CSc1n[nH]c(-c2cc(Cl)ccc2OC)n1)C1CCS(=O)(=O)C1 (configuration not stated)	1%	4%	-13%[0.505 µM]
COc1ccc(CCNC2=NCCS2)cc1OC	1%	1%	4%
Cc1cccc(CNC(=O)c2ccc3c(c2)N(C)C(=O)C2CCCCN32)c1 (configuration not stated)	9%	x	2%
Cc1ccc2nc(NC(=O)CSc3nccn3-c3ccc(Cl)cc3)sc2c1	0%	x	7%
COc1cc(CCC(=O)Nc2ccc(Cl)c(C(F)(F)F)c2)cc(OC)c1OC	-7%	10%	1%
CSCCC(NS(=O)(=O)c1ccccc1F)C(=O)NCCCn1nc(C)cc1C (configuration not stated)	4%	1%	x
CC(C)N=C(NS(=O)(=O)NC(=O)c1ccccc1)c1ccccc1	1%	-7%	3%
Cc1nc(N2CCOCC2)c2c(C(=O)N(C)Cc3ccccc3)c(C)oc2n1	5%	x	5%
Cc1cccnc1NC(=O)C1CCN(S(=O)(=O)c2ccc3c(c2)CCC(=O)N3)CC1	-19%	-16%	4%
O=C(Nn1cc(C(=O)Nc2ccccc2F)c2ccccc2c1=O)c1cnccn1	-3%	7%	-2%
CCOc1cc(NC(=S)NCCCN2CCOCC2)c(OCC)cc1NC(=O)c1cccs1	2%	-23%	0%
CCCCCCn1c(C(C)NC(=O)c2ccco2)nc2ccccc21 (configuration not stated)	6%	3%	0%
Cc1c(O)ccc2c(-c3ccccc3)cc(=O)oc12	1%	-2%	x
CC(=O)Nc1ccc(/C=N/NS(=O)(=O)c2cc(C)ccc2C)cc1	13%	3%	-8%
CC(C)(C)OC(=O)N1CCC(c2c(C(=O)N3CCc4ccccc4C3)cnn2-c2ccc(Cl)cc2)CC1	-22%	x	5%
CC1CN(S(=O)(=O)c2cccc(C(=O)N=c3sccn3C)c2)CC(C)O1 (configuration not stated)	-2%	-6%	0%
COc1ccc(CNC(=S)NC(C)CCc2ccccc2)cc1 (configuration not stated)	-13%	7%	0%
Cc1ccc(Oc2coc3cc(OC(=O)c4cccs4)ccc3c2=O)cc1	-2%	9%	-2%
CCc1cc(CNC(=O)CCc2nnc(CCCc3ccccc3)o2)on1	-3%	2%	4%
CC(NC(=O)C(=O)Nc1c2c(nn1-c1ccccc1)CSC2)c1ccccc1 (configuration not stated)	-2%	x	13%

# In another format: results already given.
# The line under a structure holds: FEN1 inh	N370S GC	TDP1 inh
- CC(C)N=C(NS(=O)(=O)NC(=O)c1ccccc1)c1ccccc1
    1%	-7%	3%
- Cc1nc(N2CCOCC2)c2c(C(=O)N(C)Cc3ccccc3)c(C)oc2n1
    5%	x	5%
- Cc1cccnc1NC(=O)C1CCN(S(=O)(=O)c2ccc3c(c2)CCC(=O)N3)CC1
    -19%	-16%	4%
- O=C(Nn1cc(C(=O)Nc2ccccc2F)c2ccccc2c1=O)c1cnccn1
    -3%	7%	-2%
- CCOc1cc(NC(=S)NCCCN2CCOCC2)c(OCC)cc1NC(=O)c1cccs1
    2%	-23%	0%

# Continued.
structure	FEN1 inh	N370S GC	TDP1 inh
Cc1ccc(N(CC(=O)N2CCN(c3cc(Cl)ccc3C)CC2)S(=O)(=O)c2c(C)noc2C)cc1	11%	x	0%
COc1ccc(CC(=O)N2CCC(n3nccc3NC(=O)C3CCOC3)CC2)cc1 (configuration not stated)	-15%	-2%	4%
O=C(Cc1noc2ccccc12)NNC(=S)Nc1ccc(Cl)cc1	-3%	-12%	9%
COc1ccc(C2Nc3ccccc3C(=O)N2Cc2ccco2)cc1COc1ccc([N+](=O)[O-])cc1 (configuration not stated)	12%&-13%	10%	1%&0%
CCOC(=O)c1c(/N=C/N(C)C)sc(/C=N/Nc2ccccc2)c1-c1ccccc1Cl	0%	-1%	8%
O=C(c1ccccc1)n1ccn(-c2ccccc2)c1=S	-1%	u	0%
CC(=O)C1=C(O)C(=O)N(Cc2cccnc2)C1c1ccc(Cl)cc1Cl (configuration not stated)	-7%	10%	5%

# Single records, from the list above. Order of screens: FEN1 inh | N370S GC | TDP1 inh
# CC(=O)C1=C(O)C(=O)N(Cc2cccnc2)C1c1ccc(Cl)cc1Cl (configuration not stated) across the screens: -7% | 10% | 5%
# CCOC(=O)c1c(/N=C/N(C)C)sc(/C=N/Nc2ccccc2)c1-c1ccccc1Cl across the screens: 0% | -1% | 8%
# O=C(c1ccccc1)n1ccn(-c2ccccc2)c1=S across the screens: -1% | u | 0%

# Screening data (PubChem)
